# Screening results: PubChem, several laboratories
# OX1R antag-1: antagonists of human orexin 1 receptor (OX1R); AID 485270, 2010; OX1R-expressing cells, FRET antagonist read-out; Orexin/Hypocretin receptor type 1 (Homo sapiens), O43613; inhibition, % at 6.6 µM; 330,000 tested, 1.8% active; in the data active means inhibition mostly above about 38%, no sharp cut-off; inactive means mostly below about 40%;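 further: 0% = agonist challenge alone and 100% = reference antagonist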
# Target sequence (O43613 whole entry, looked up): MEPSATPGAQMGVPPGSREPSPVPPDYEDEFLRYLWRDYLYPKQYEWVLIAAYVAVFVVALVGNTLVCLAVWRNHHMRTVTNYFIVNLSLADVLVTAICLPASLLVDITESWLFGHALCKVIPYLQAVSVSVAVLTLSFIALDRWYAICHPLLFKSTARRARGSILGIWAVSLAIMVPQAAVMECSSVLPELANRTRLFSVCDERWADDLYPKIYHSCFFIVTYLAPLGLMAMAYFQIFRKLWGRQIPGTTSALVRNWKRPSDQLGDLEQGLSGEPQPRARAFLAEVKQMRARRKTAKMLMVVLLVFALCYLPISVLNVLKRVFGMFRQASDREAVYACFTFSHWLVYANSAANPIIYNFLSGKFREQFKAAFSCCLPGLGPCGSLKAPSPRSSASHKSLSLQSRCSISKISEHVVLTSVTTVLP
# OX1R antag-2: OX1R (HCRTR1) antagonists, primary screen, fluorescence, CHO/OX1R cells, Fluo-8 calcium, orexin A. AID 434989, 2010. Fluo-8 calcium fluorescence. inhibition, % at 5 µM. 330,000 tested, 0.43% active. Orexin/Hypocretin receptor type 1 (Homo sapiens), O43613;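 active means inhibition above its plate's threshold, mean inhibition of all tested compounds on the plate plus 3 SD, cut at about 37% in these data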;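 further: 0% = orexin A challenge wells and 100% = SB-334867-A antagonist wells; not every result past the cut was called active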
# STK33 inh: inhibitors of purified STK33 kinase, primary screen, biochemical, ADP-Glo luminescence, homogeneous, cell-free | Serine/threonine-protein kinase 33 (Homo sapiens), Q9BYT3 | MBP phosphorylation | inhibition, % at 10 µM | 320,000 tested, 0.073% active;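 active means inhibition at or above 25%, using the most active replicate where run in duplicate; inactive means inhibition below 25%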
# Target sequence (Q9BYT3 whole entry, looked up): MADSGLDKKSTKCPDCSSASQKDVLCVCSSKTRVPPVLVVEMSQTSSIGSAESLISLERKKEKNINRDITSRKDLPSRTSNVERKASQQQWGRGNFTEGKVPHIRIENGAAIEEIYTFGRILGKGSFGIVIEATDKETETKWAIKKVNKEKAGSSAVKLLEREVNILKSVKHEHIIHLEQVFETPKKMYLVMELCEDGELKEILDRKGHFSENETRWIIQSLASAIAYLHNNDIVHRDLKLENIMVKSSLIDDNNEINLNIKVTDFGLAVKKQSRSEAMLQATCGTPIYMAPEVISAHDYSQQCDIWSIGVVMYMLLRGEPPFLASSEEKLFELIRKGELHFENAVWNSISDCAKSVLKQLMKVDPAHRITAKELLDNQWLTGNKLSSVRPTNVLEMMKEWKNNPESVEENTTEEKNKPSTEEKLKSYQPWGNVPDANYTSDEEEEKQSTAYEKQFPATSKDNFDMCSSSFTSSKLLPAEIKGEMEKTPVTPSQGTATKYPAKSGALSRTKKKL
# Starred values were filed as active, the others as inactive; x = no result given. Rows were taken by chance (roughly 2.2% active in at least one column).
SMILES,OX1R antag-1,OX1R antag-2,STK33 inh
C=CCOC(=O)C(C#N)c1nc2ccccc2nc1N1CCN(c2ccccc2OC)CC1 (stereo not drawn),23,-21,-0.9
Cc1nc(CCNC(=O)c2cccs2)cs1,-11,-1,1.7
COC(CNC(=O)Cn1nc(Cc2ccncc2)c2ccccc2c1=O)OC,5,-3,-1.8
Cc1ccc(NC(=O)CN(C)C(=O)Cn2nnc(-c3ccccc3C)n2)cc1,-5,10,-0.2
O=C(NCc1ccccn1)C1Nc2ccc(OC(F)(F)F)cc2C2C=CCC12 (stereo not drawn),16,-20,-1.5
CCOc1cccc(C(c2c(C)n(C)n(-c3ccccc3)c2=O)c2c(C)n(C)n(-c3ccccc3)c2=O)c1OC,-1,-6,-0.8
O=C(Nc1ccc(N2CCOCC2)c(Cl)c1)c1ncn[nH]1,-1,5,1.0
COc1ccccc1N1CC(C(=O)OCC(=O)Nc2c(C)cccc2C)CC1=O (stereo not drawn),2,-3,-1.3
O=C(OC1CCOC1=O)c1ccc(CO)cc1 (stereo not drawn),-2,0,0.6
CSc1nnc(C)c(=O)n1COC(=O)c1ccc([N+](=O)[O-])cc1,30,-13,-1.8

# As a working copy, 3 of the compounds above.
SMILES,OX1R antag-1,OX1R antag-2,STK33 inh
C=CCOC(=O)C(C#N)c1nc2ccccc2nc1N1CCN(c2ccccc2OC)CC1 (stereo not drawn),23,-21,-0.9
Cc1nc(CCNC(=O)c2cccs2)cs1,-11,-1,1.7
COC(CNC(=O)Cn1nc(Cc2ccncc2)c2ccccc2c1=O)OC,5,-3,-1.8

# Additional compounds follow:
SMILES,OX1R antag-1,OX1R antag-2,STK33 inh
COc1ccc(C(O)P(=O)(OC2CCCCC2)c2ccc(N(C)C)cc2)cc1OC (stereo not drawn),21,-22,0.6
CCC(C)n1c(C)nc2c(c1=O)c1nc3ccccc3nc1n2CCC1=CCCCC1 (stereo not drawn),13,-25,-0.9
Cc1ccc(C(=O)N2CCN=C2SCc2ccc([N+](=O)[O-])cc2)cc1,10,-2,0.3
COc1cc(C(=O)Nc2ccc(NC(C)=O)cc2)ccc1OCc1ccccc1,14,-2,-1.1
CCOC(=O)C1(Cc2ccccc2)CCN(Cc2ccc(C)s2)CC1,15,-15,0.2
CC1(C)C[C@H]2C3=CCC4[C@@]5(C)CC[C@H](O[C@@H]6O[C@H](C(=O)O)[C@@H](O)[C@H](O)[C@H]6O)[C@@](C)(CO)C5CC[C@@]4(C)[C@]3(C)C[C@H](O)[C@@]2(CO)[C@@H](O)[C@@H]1O (stereo partly drawn),3,-16,-0.9
COc1ccc2c(c1)O[C@@H](c1cccc(C(F)(F)F)c1)[C@H](O)C2=O,27,-8,-0.8
O=C(Nc1cccc(-c2nc3ccccc3s2)c1)c1cc(=O)c2ccccc2o1,25,-15,-2.0
Cc1nn(C(C)(C)C)c(OC(=O)c2ccc3c(c2)OCO3)c1S(=O)(=O)c1ccccc1,40,9,-2.7
COc1cccc(C(=O)OCCN2CCCCC2)c1,-1,-6,0.7
Cc1ccc(C(=O)NCC(=O)O)cc1S(=O)(=O)N1CCCCC1,7,-11,-1.2
CCc1nnc(NC(=O)CSc2nc3c(c(=O)n2-c2ccccc2OC)SCC3)s1,13,-18,0.4
CC(OC(=O)c1ccc2ncsc2c1)C(=O)Nc1ncc(Cl)cc1Cl (stereo not drawn),5,-23,0.4
Cc1cc2cc(CNC(=O)c3ccc(S(=O)(=O)N4CCOCC4)cc3)ccc2[nH]1,-6,-17,0.0
COc1ccc(CNC(=O)C2CCN(S(=O)(=O)c3cc(OC)ccc3OC)CC2)cc1,6,-14,-0.3
Cc1c(Cl)cccc1NC(=O)c1ccc(-n2ccnc2)nc1,17,-11,-1.6
CCc1ccc(N(C(=O)C(F)(F)F)C(C(=O)NC2CCCCC2)c2ccncc2)cc1 (stereo not drawn),2,-6,-1.4
Cc1nc2c3ccccc3n(CC#N)c(=O)n2n1,6,6,3.1
Cc1ccc(NC(=O)CNc2ccc(Cl)cc2F)cc1,13,-14,-0.9
Cc1cccc(N2C(=O)CC(Cn3nc(C)cc3C)C2=O)c1 (stereo not drawn),7,-9,-0.2
CCn1c(C)nc2cc(C(=O)NNC(=S)NC(=O)c3ccc(OC)cc3)ccc21,-2,-33,1.0
COc1ccc(OCC(=O)NC(CC(=O)O)c2ccc(OC)c(OC)c2)cc1 (stereo not drawn),17,-12,-0.2
COCCCNC(=O)C(=O)C1C(=O)Nc2ccccc21 (stereo not drawn),13,3,-0.6
C/C(NC(=O)c1cccs1)=C1\C(=O)C[C@@H]2[C@H]1C2(C)C,29,-12,-0.4
CC(=O)Nc1ccc(NC(=O)C(C)OC(=O)/C=C/c2cnc3ccccc3n2)cc1 (stereo not drawn),16,-7,0.9
O=C(O)c1ccc(N/N=C/c2cccc3cccnc23)cc1,-1,-12,-0.1
Clc1ccc2nc(-c3ccccn3)c(Nc3ccc4c(c3)OCO4)n2c1,10,-51,-1.3
Cc1ccnc(NC(=O)CCC(=O)N(CC(=O)NC(C)(C)C)c2ccc(F)c(Cl)c2)c1,11,-31,-0.3
CCn1c(SCC(=O)Nc2ccc(OC)cc2)nnc1-c1ccco1,1,-26,-1.2
COc1ccc(Br)cc1C(=O)Nc1ccc(N2CCN(S(C)(=O)=O)CC2)cc1,16,-3,0.0
CCCCCCNS(=O)(=O)c1nc2nc(C)cc(C)n2n1,3,-9,-2.0
COc1ccc(C(=O)Cn2cnc3ccccc3c2=O)cc1OC,2,-18,-1.0
Cc1cc(=O)[nH]c(N/N=C/c2ccc(Br)s2)n1,24,-2,-0.6
NCCc1nc(-c2ccccc2)cs1,7,-9,-0.5
CCN(C1CCCCC1)S(=O)(=O)CCNC(=O)c1ccccc1,4,-30,-1.4
COc1ccc(-c2ccc3oc(-c4ccsc4)c(-c4ccc(Br)nc4)c3c2)cc1,3,-31,-0.7
COc1c(C)cc(C(=O)C2CCCN(C(=O)Cn3nc(C)nc3C)C2)cc1C (stereo not drawn),3,-7,-0.5
CCC(=NCCc1ccc(OC)c(OC)c1)C1=C(O)CC(C)(C)CC1=O,22,0,-0.2
CN(C(=O)COC(=O)c1ccc(Cl)nc1)c1c(N)n(Cc2ccccc2)c(=O)[nH]c1=O,5,12,0.4
COc1ccc(-c2csc(NC(=O)c3cccc(N4C(=O)CCC4=O)c3)n2)cc1C,42,-13,-0.4
CCN(CC)C(=O)c1ccc(-c2nnc(OC)c3ccccc23)cc1,6,-31,-1.3
CCN(CC)CCN(C(=O)c1ccc(C(=O)c2ccccc2)cc1)c1nc2c(OC)cccc2s1,32,-7,0.7
CCC(CO)Oc1cc(NCc2ccc(C)cc2)c2ncn(C(C)C)c2c1 (stereo not drawn),16,-32,4.8
O=C1CCCCCN1Cc1ccccc1,10,-10,x
CCCCN1CCc2c(c3ccccc3n2Cc2ccccc2)C1,0,-30,-2.2
Cc1sc(NC(=O)c2cccs2)c(C(N)=O)c1C,12,-15,6.3
NC(=O)N/N=C/c1ccc(-c2cccc(C(F)(F)F)c2)o1,7,-30,0.9
CCOC(=O)C1=CN(Cc2cccc(F)c2)S(=O)(=O)N(C)C1c1ccccc1 (stereo not drawn),10,-27,x
COC(=O)CSc1nc2c(cnn2-c2ccc(Cl)cc2)c(=O)[nH]1,11,-7,0.2
CN1CC(=O)N2[C@H]3c4ccccc4OC[C@@H]3[C@H](c3ccccc3)[C@]2(C)C1=O,2,-7,-0.3

# Reprinted from the part before: 3 entries, then new ones.
SMILES,OX1R antag-1,OX1R antag-2,STK33 inh
CCOC(=O)C1=CN(Cc2cccc(F)c2)S(=O)(=O)N(C)C1c1ccccc1 (stereo not drawn),10,-27,x
COC(=O)CSc1nc2c(cnn2-c2ccc(Cl)cc2)c(=O)[nH]1,11,-7,0.2
CN1CC(=O)N2[C@H]3c4ccccc4OC[C@@H]3[C@H](c3ccccc3)[C@]2(C)C1=O,2,-7,-0.3
COc1ccc(CNC(=O)C2CCN(C(=O)c3ccco3)CC2)cc1,15,-13,-0.6
Cc1oc(C(C)(C)C)c(CN2CCCC2)c1C(=O)O,13,7,-1.6
O=C(c1cc(-c2ccco2)on1)N1CCN(c2ccccc2)CC1,19,-11,0.8
COc1ccc(CCc2nnc(CCC(=O)NCc3ccc4ncccc4c3)o2)cc1,12,-31,0.0
CCN(CC(=O)NCc1ccc(Cl)cc1)CC(=O)Nc1ccc(C(N)=O)cc1,26,-9,0.5
Cc1ccc2oc(-c3ccc(C)c(NC(=S)NC(=O)c4cccs4)c3)nc2c1,12,-37,-0.9
CN1CCN(C(=O)CCNC(=O)Cn2ccc3ccccc3c2=O)CC1,10,1,-0.4
CSc1nc(N)nc2c1ncn2CC(=O)Nc1ccc(C)c(C)c1,4,3,0.7
CCOC(=O)C1CSC(CC(=O)Nc2ccc(OCC)cc2)C(=O)N1 (stereo not drawn),5,-2,-2.5
Cc1nnnn1/C(=C\c1ccccc1)C(=O)OCC(=O)NC1CCCCC1,35,1,x
Cc1cccc2cc(/C=N/NC(=O)c3ccncc3)c(Cl)nc12,31,-12,-2.0
Cc1nc(CN(C)C(=O)C2CCC(=O)N(CCc3cccc(F)c3)C2)cs1 (stereo not drawn),9,-1,-1.0
CC1CCc2sc(C(=O)Nc3ccc(C(N)=O)cc3)cc2C1 (stereo not drawn),28,-20,-0.5
O=C(CNC(=O)c1cccc(OC(F)F)c1)Nc1ccc(Cl)cc1,-11,-1,-0.3
O=C(N[C@@H](Cc1ccccc1)C(=O)O)c1ccc(C(F)(F)F)cc1,30,-6,-0.8
O=C1Nc2ccc(Br)cc2/C1=N/N=C/C1=C(N2CCOCC2)C(=C\c2ccccc2)/CC1,19,-3,7.8
CCc1ccc(CCN2C(=O)c3ccccc3C2=O)nc1,23,-14,-1.7
Cc1cnc(C(=O)OC(C(=O)c2ccccc2)c2ccccc2)cn1 (stereo not drawn),4,-28,0.6
CCCCCN(C(=O)CCC(=O)OC(C)C(=O)c1ccc(Cl)cc1)c1c(N)n(CCCC)c(=O)[nH]c1=O (stereo not drawn),4,-13,-1.7
CCOc1ccc(NC(=O)CSc2nc(C3CC3)nc3ccccc23)cc1,16,-4,-0.4
CN(C)S(=O)(=O)Nc1ccc2c(c1)OCO2,12,-2,-1.1
Cc1cc(=O)cc(C)n1-c1ccc2c(c1)nc(C)n2-c1ccccc1,16,5,-3.0
Cc1sc2nc(CN3CCCC3)nc(N3CCN(C(=O)c4ccco4)CC3)c2c1C,25,-32,0.3
O=C1CC(=O)N(Cc2cccs2)C(=O)N1,42,0,-1.0
COc1ccc(CNc2ncnc3cc(OC)c(OC)cc23)cc1,17,-22,-0.2
CCc1ccc2c(c1)cc(CN(Cc1ccco1)C(C)=O)c1nnnn12,31,-33,0.0
CSc1nc(N)n2nc(-c3ccc(Cl)cc3)cc2n1,3,-5,-0.9
Cc1cc(C)n(-c2cccc(CN3CCC(CO)(Cc4ccccc4)CC3)c2)n1,24,-31,-0.1
CCCCC(=O)OCc1nc2ccccc2s1,18,-19,-1.1
O=C(NCCC(=O)N1CCCCCCC1)c1ccc(Br)cc1,1,-24,-1.0
CCOC(=O)c1cc[nH]c1CC(=O)NC,-2,-1,0.3
Cc1csc(C(=O)O)c1NC(=O)c1c(Cl)cccc1Cl,3,-16,-5.0
CC(C)C(=O)O/N=C(\N)c1ccc(Oc2ccc(Cl)cc2)c([N+](=O)[O-])c1,-1,3,-1.0
Cc1ccc(COc2ccccc2-c2cc(C(=O)N/N=C/c3cccnc3)[nH]n2)cc1,8,-25,-0.6
COc1ccc(Cn2ccnc2)cc1Br,7,-16,0.8
CCOc1ccc(CN(C(=O)c2ccccn2)c2ccc(OC)c(Cl)c2)cc1,11,-20,-1.2
Cc1ccc(C(=O)O/N=C(\N)c2ccccn2)c(Cl)c1,14,-10,29*
CCC(C)[C@H]1CN=C(N)N1CCc1cc(C(F)(F)F)cc(C(F)(F)F)c1 (stereo partly drawn),34,-27,2.3
Cc1cc(-c2ccccc2)nc(N/N=C/c2ccc(N(C)C)cc2)n1,6,-26,0.6
CCCCOc1ccc(C(C)(O)CCN2CCOCC2)cc1 (stereo not drawn),6,-11,-2.2
Cn1c(COc2ccc(Cl)cc2)nnc1SCc1ncc(-c2ccccc2)o1,14,-3,0.9
Cc1ccc(CNC(=O)CN2CCN(c3ccc(F)cc3)CC2)cc1,-5,-11,-0.7
CC(=O)Nc1ccc(SCC(=O)c2ccc(Br)s2)cc1,16,-12,-2.2
O=C(Nc1nc(-c2ccc([N+](=O)[O-])cc2)cs1)c1c(F)cccc1F,43,-20,-0.1
CC1(NC(=O)c2ccccc2)CCN(CCc2cccs2)C1=O (stereo not drawn),0,-12,-0.3
O=C(CC(C(=O)O)c1c[nH]c2ccccc12)c1ccccc1 (stereo not drawn),5,-9,-0.4
Cc1cc(C)nc(N/N=C/c2ccccc2OCc2cccc(Br)c2)n1,32,-37,1.0
CN(CC(=O)Nc1ccc(F)cc1)C(=O)c1cccc(S(=O)(=O)N2CCN(c3ccccc3)CC2)c1,5,-12,-0.7

# Results in STK33 inh, for some of the entries so far:
structure	STK33 inh
CN(CC(=O)Nc1ccc(F)cc1)C(=O)c1cccc(S(=O)(=O)N2CCN(c3ccccc3)CC2)c1	-0.7
CC1(NC(=O)c2ccccc2)CCN(CCc2cccs2)C1=O (stereo not drawn)	-0.3
Cn1c(COc2ccc(Cl)cc2)nnc1SCc1ncc(-c2ccccc2)o1	0.9
CC(=O)Nc1ccc(SCC(=O)c2ccc(Br)s2)cc1	-2.2
